Bioassay records (PubChem)
PTHR1 ag: PTHR1 (human) receptor agonism | Q03431 | HEK293 GP2 PTHR1 cells, GloSensor cAMP luminescence, 1 h | Potency, µM (titrated, usually from 115 µM), inactives show at the highest dose activation, hits mostly activators | 0.075% of 410,000 active | AID 743266; further: potency means the concentration at half of the fitted maximal effect; nearly all actives have a fitted effect of over 55% in size; some results filed as inactive show a strong effect at the top dose; inactives centre near -15; many of its hits are not listed in these tables
Target sequence (Q03431 whole entry, looked up): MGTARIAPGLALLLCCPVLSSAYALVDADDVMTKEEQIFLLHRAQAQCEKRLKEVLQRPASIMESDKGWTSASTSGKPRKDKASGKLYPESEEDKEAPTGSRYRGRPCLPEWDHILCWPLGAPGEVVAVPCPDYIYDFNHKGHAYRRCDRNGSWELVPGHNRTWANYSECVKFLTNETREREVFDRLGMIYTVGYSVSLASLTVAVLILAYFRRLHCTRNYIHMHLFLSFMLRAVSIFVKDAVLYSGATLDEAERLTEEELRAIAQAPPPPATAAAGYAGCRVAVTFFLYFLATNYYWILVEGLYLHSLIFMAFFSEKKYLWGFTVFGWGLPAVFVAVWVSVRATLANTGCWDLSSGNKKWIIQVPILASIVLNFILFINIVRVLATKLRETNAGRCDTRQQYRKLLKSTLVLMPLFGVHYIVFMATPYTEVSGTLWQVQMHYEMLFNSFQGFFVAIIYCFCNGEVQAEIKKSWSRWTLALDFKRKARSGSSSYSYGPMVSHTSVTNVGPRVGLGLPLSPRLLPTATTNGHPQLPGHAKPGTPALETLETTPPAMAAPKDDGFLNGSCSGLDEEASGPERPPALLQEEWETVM
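HEK-293-derived GP2 cells expressing PTHR1 and a GloSensor cAMP reporter, 3,000/well, plated overnight, given luciferin plus IBMX (each 0.5 mM as added) for 1 h at 37 °C, then compound for 1 h at 37 °C. Luminescence was read after 15 min at room temperature.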
aSyn yeast inh: alpha-synuclein toxicity inhibition in yeast | Yeast expressing alpha-synuclein, growth rescue, BacTiter-Glo, 24 h | Potency, µM (highest dose often 46.1 µM), inactives show at the highest dose growth rescue (activation), most hits filed as activators | 0.14% of 370,000 active | AID 652106; further: potency means the concentration at half of the fitted maximal effect; % of control where 0% means no effect; nearly all actives have a fitted effect of over 65% in size
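Galactose-induced alpha-syn yeast (OD600=0.02, raffinose-pregrown) + pinned cpd, 24 hr, 30 deg C; growth by BacTiter-Glo luminescence. Growth restoration scores as activation.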
GLP1R inv ag: GLP-1 receptor (human) inverse agonism. P43220. HEK293 GLP-1R CRE-luciferase, luminescence, 24 h; GLP-1R form is constitutively active. Potency, µM (doses to about 38.3 µM), for inactives: at the top dose activity change, negative = inhibition, hits mostly inhibitors. 1.6% of 410,000 active. AID 624417; further: potency means the concentration at half of the fitted maximal effect; on the % scale 0 is the no-effect control and ±100 the full control effect; nearly all actives have a fitted effect of over 55% in size
Target sequence (P43220 whole entry, looked up): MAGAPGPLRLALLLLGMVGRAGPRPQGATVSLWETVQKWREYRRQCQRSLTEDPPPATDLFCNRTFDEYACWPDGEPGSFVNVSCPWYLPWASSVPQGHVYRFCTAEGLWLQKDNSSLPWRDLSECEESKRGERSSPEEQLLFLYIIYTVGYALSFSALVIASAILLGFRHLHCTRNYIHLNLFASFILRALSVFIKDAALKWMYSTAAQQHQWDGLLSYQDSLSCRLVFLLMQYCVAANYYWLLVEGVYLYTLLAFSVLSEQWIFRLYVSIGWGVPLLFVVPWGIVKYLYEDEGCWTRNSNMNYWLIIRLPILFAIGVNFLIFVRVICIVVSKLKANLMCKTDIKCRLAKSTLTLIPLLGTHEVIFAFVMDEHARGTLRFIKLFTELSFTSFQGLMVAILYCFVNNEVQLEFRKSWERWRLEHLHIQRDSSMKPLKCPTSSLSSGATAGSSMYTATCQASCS
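Readout was luciferase luminescence, measured 12 min after detection reagent at room temperature. Beforehand, GLP-1R reporter HEK293 cells had sat 12 h, then received compounds for 24 hr at 37 deg C.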
Abeta rescue: A-beta toxicity reversal in yeast; yeast expressing A-beta42, growth rescue, OD600, 48 h; response scale: 0% DMSO, 100% iron-clioquinol control; Potency, µM (doses to about 46.1 µM), inactives show at the highest dose growth rescue, actives largely listed as activators; 0.063% of 410,000 active; further: potency means the concentration at half of the fitted maximal effect; nearly all actives have a fitted effect of over 55% in size
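Yeast growth medium received pinned compounds, then yeast cells expressing toxic A-beta were added; plates incubated at 30 C for 48 hr. Growth read as absorbance at 600 nm, normalized to DMSO and equimolar FeCl3 plus clioquinol controls.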
GLP1R cytotox: cytotoxic in the GLP-1 receptor inverse agonist counter-screen; HEK293 cAMP-luciferase reporter cells, luminescence, 24 h; 0.13% of 410,000 active; Potency, µM (top dose mostly 38.3 µM), inactives show top-dose activity change, negative = inhibition, actives largely listed as inhibitors;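 further: loss of luciferase light is scored as toxicity; potency means the concentration at half of the fitted maximal effect; on the % scale 0 is the no-effect control and ±100 the full control effect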
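To flag toxic compounds, the library was rerun on cells for 24 hr at 37 deg C and 5% CO2. Viability-linked luminescence was captured 12 min after adding luciferase detection reagent.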
Mm-Cpn inhibitor: inhibitors of Methanococcus maripaludis chaperonin (MmCpn) | purified Mm-Cpn ATPase, ADP Transcreener TR-FRET | Potency, µM (series often up to 76.9 µM), without a hit: at the top dose activity, negative = inhibition, actives largely listed as inhibitors | 0.031% of 330,000 active | AID 504842; further: potency means the concentration at half of the fitted maximal effect; on the % scale 0 is the no-effect control and ±100 the full control effect; nearly all actives have a fitted effect of over 80% in size
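Purified archaeal Mm-CPN (25nM final) preincubated 10 min at 37degC with compound, then 10uM ATP for 30 min at 37degC; ADP measured by HTRF Transcreener TR-FRET; buffer 30 mM TRIS pH 7.4, 100mM KCl, 5mM MgCl2, 1mM DTT.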
pAkt inh: blocks phosphorylation of Akt. 0.32% of 360,000 active. activity change, % for hits at 50 µM. Neuro2A IGF-stimulated pAkt S473 HTRF, 20 min; active compounds read low; in the data active means activity change below about -80%; inconclusive means mostly about -51% to -80%; further: on the % scale 0 is the no-effect control and ±100 the full control effect
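Single-point screen (50 µM final compound) in Neuro2A cells stimulated 20 min with 6 nM IGF at 37 deg C. After lysis, Ser473-phosphorylated Akt read by HTRF (ex 330 nm, em 615/665 nm) as the 665/615 ratio.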
TDP-43 yeast inh: rescues yeast growth from TDP-43 toxicity | Potency, µM (doses to about 46.1 µM), for inactives: top-dose growth rescue (activation), usual class: activators | TDP-43 expressing yeast growth rescue, BacTiter-Glo, 24 h | 1.8% of 410,000 active; further: potency means the concentration at half of the fitted maximal effect; % of control where 0% means no effect; nearly all actives have a fitted effect of over 50% in size
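Readout is BacTiter-Glo luminescence of cell growth, so inhibitors register as activators. TDP-43-expressing yeast at OD600=0.02 in galactose medium, after raffinose pregrowth to mid-log, were incubated with compound for 24 hr at 30 deg C.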
FUS suppressor: FUS proteinopathy suppression in yeast; S. cerevisiae FUS-expressing, growth rescue, OD600, 24 h; Potency, µM (series often up to 76.6 µM), inactives show top-dose growth rescue (activation), most hits filed as activators; 0.24% of 390,000 active; AID 1347120;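 further: potency means the concentration at half of the fitted maximal effect; plate controls were DMSO vehicle for no effect and reference control for full effect; nearly all actives have a fitted effect of over 55% in size; some results filed as inactive show a strong effect at the top dose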
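Yeast expressing FUS under galactose induction, OD 0.005 in 2% galactose medium; compounds in a dilution series, 24 h at 30C. Growth rescue by absorbance at 600 nm; CP55940 positive control, DMSO negative.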
The depositor's hits bear a star; i = inactive; ? = inconclusive; · = no result given; [ ] = another dose, or the depositor's remark. Unless noted, the call rests on the fitted dose curve; in most records, active means well fitted curve in the direction sought with a large enough effect; inconclusive means small, poorly fitted or top-dose-only effect, or another doubt; inactive means no such curve, though single readings can be large; an effect the other way counts as inactive or inconclusive. An excerpt. The share of hits here may be higher or lower than overall.

SMILES	PTHR1 ag	aSyn yeast inh	GLP1R inv ag	Abeta rescue	GLP1R cytotox	Mm-Cpn inhibitor	pAkt inh	TDP-43 yeast inh	FUS suppressor
CC(C)NC(=O)Nc1ccc2c(c1)CC(=O)N([C@@H](C)CO)C[C@H](C)[C@@H](CN(C)C(=O)NC1CCCCC1)O2	i	-6%	16%	-2%	-10%	1%	i	9%	-2%
C=CCOc1ccc(/C=N/NC(C)=O)cc1OCC	i	1%	36%	-5%	-11%	-1%	i	11%	-3%
NC(=O)CC(NC(=O)c1ccccc1)c1ccc(N2CCC(N3CCCC3)CC2)c([N+](=O)[O-])c1 (stereo not drawn)	i	-6%	13%	-7%	6%	-2%	i	15%	-5%
CCOc1cc(NC(=S)NCCCN2CCOCC2)c(OCC)cc1NC(=O)C1CC1	-16%	-8%	3%	-5%	-18%	0%	i	-13%	·
Cc1ccc2c(c1)cc(CN(Cc1ccco1)C(=O)COc1ccccc1)c1nnnn12	-4%[57.5 µM]	-7%	?	12%	-29%	3%	i	24%	21%
Cc1ccc(/C=N/n2c(COc3ccccc3)n[nH]c2=S)s1	i	·	0%	13%	5%	-10%	·	?	0%
CN(C)C(=O)c1cccn(Cc2cccc(C(F)(F)F)c2)c1=O	-12%	6%	13%	4%	-16%	0%	i	-5%[9.22 µM]	-16%
O=C(CSc1nnc(-c2cccc(Br)c2)o1)NCC1CCCO1 (stereo not drawn)	i	-1%	1%	-7%	0%	·	i	-7%	-25%
Cc1nnc2n(C)c(=O)c3c4c(sc3n12)COC(C)(C)C4	i	-5%	11%	-13%	6%	·	i	0%	-2%
CC(C)(C)C(C(=O)NCc1ccccc1)N1CCN(CCN2CCOCC2)CC1 (stereo not drawn)	-3%	-2%	-6%	-14%	3%	·	i	-4%	-8%
COCCCn1cc(CN2CC(N3CCN(CCO)CC3)CS2(=O)=O)nn1 (stereo not drawn)	-22%	-8%	2%	-14%	0%	·	i	9%	-12%
Cn1c(SCC(=O)NC(=O)CN2CCCC2=O)nnc1-c1ccc(F)cc1	i	7%	7%	1%	-3%	1%	i	15%	-24%
COC(=O)c1cc(C(=O)Nc2ccc(C)cn2)cc([N+](=O)[O-])c1	i	-10%	10%	8%	-4%	1%	i	29%	22%
Cc1nn(C(C)c2n[nH]c(=S)n2-c2ccc(F)cc2)c(C)c1[N+](=O)[O-] (stereo not drawn)	12%[57.5 µM]	-3%	4%	-4%	9%	0%	i	21%	41%
CCN(CC)S(=O)(=O)c1ccc(C(=O)N=c2sc3cccc(OC)c3n2C)cc1	-7%	·	7%	-16%	6%	·	·	1%	-4%

Four compounds picked at random from the list so far:
SMILES	PTHR1 ag	aSyn yeast inh	GLP1R inv ag	Abeta rescue	GLP1R cytotox	Mm-Cpn inhibitor	pAkt inh	TDP-43 yeast inh	FUS suppressor
CC(C)(C)C(C(=O)NCc1ccccc1)N1CCN(CCN2CCOCC2)CC1 (stereo not drawn)	-3%	-2%	-6%	-14%	3%	·	i	-4%	-8%
CCN(CC)S(=O)(=O)c1ccc(C(=O)N=c2sc3cccc(OC)c3n2C)cc1	-7%	·	7%	-16%	6%	·	·	1%	-4%
NC(=O)CC(NC(=O)c1ccccc1)c1ccc(N2CCC(N3CCCC3)CC2)c([N+](=O)[O-])c1 (stereo not drawn)	i	-6%	13%	-7%	6%	-2%	i	15%	-5%
Cn1c(SCC(=O)NC(=O)CN2CCCC2=O)nnc1-c1ccc(F)cc1	i	7%	7%	1%	-3%	1%	i	15%	-24%

Next results follow.
SMILES	PTHR1 ag	aSyn yeast inh	GLP1R inv ag	Abeta rescue	GLP1R cytotox	Mm-Cpn inhibitor	pAkt inh	TDP-43 yeast inh	FUS suppressor
Cn1c(=O)c(Nc2ccc(Cl)cc2)c2c3c(cccc31)C(=O)c1ccccc1-2	i	9%	-1%	6%	-2%	1%	i	-11%	18%
Cc1cc(=O)n(CC=C(Cl)Cl)c2ccccc12	-2%[57.5 µM]	8%	?	8%	-2%	3%	i	13µM*	?
Cc1ccc(NC(=O)CNc2cc(S(=O)(=O)N3CCOCC3)ccc2N2CCOCC2)cc1S(=O)(=O)N(C)C	i	3%	13%	1%	17%	1%	i	-4%	·
O=C(CNCCc1ccc(Cl)cc1Cl)NCc1ccco1	-11%	0%	?	17%	-6%	1%	i	-15%	2%
O=C(NC12CC3CC(CC(C3)C1)C2)N(Cc1ccccc1)Cc1ccncc1	-42%	0%	?	5%	-3%	2%	i	26%	7%
CC(=O)C1=C(C)Nc2ncnn2C1c1ccc(Br)cc1 (stereo not drawn)	-12%	5%	20%	-9%	1%	0%	i	17%	-23%
Cc1cc(-c2c(C(=O)N3CCOCC3)c(C)nn2-c2ccccc2)no1	-7%	-9%	0%	3%	4%	1%	i	12%	20%
COc1ccc(NC(=O)CSc2nc3c(oc4ccccc43)c(=O)n2Cc2ccco2)cc1Cl	i	3%	3%	5%	2%	·	·	18%	-3%
CCc1nc(NCC2CCCO2)c2oc3ccccc3c2n1 (stereo not drawn)	i	-5%	-28%	14%	4%	-5%	i	-6%	7%
COc1ccc(C2c3[nH]c4ccccc4c3C[C@H]3C(=O)N(c4ccccc4C(=O)N4CCC[C@@H]4C(=O)O)C(=O)N23)cc1 (stereo partly drawn)	-1%	-1%	-11%	-10%	1%	1%	i	?	38%
O=C(NCc1ccc(F)cc1)c1ccc(N2CCOCC2)c([N+](=O)[O-])c1	-4%	0%	8%	-8%	-4%	2%	i	4%	-11%
COc1ccc(N2CCN(C(=O)C3CCN(c4nc5ccc(C)cc5[nH]4)CC3)CC2)cc1	-32%[inhibitor]	·	?	-1%	-17%	·	·	29%	3%
COc1ccc(S(=O)(=O)N2CCC(NC(=O)Nc3ccc(C)cc3)CC2)cc1	-20%	-4%	?	-10%	-11%	0%	i	14%	·
COc1ccc(NS(=O)(=O)c2cc3[nH]c(=O)c(=O)[nH]c3cc2C)cc1OC	?	·	3%	-19%	-11%	·	·	0%	31%
Cc1ccc(C(=O)OCC(=O)N(CCc2ccccc2)Cc2ccccc2)cc1S(=O)(=O)N1CCOCC1	i	6%	?	9%	4%	-1%	i	-6%	24%
O=C(/C=C/c1ccccc1)NC(=S)NNC(=O)c1cnccn1	-18%	-47%[inhibitor]	-9%	-90%[inhibitor]	-3%	2%	i	-84%[inhibitor]	3%
Nn1c(SCC(=O)N2CCCc3ccccc32)nnc1-c1ccccc1	i	0%	-4%	5%[9.22 µM]	5%	0%	i	-2%	-24%
COC(=O)c1ccc(N2C(=O)CC(NCc3ccccc3)C2=O)cc1 (stereo not drawn)	-10%[57.5 µM]	6%	-3%	1%	-3%	-1%	i	-3%	2%
Cc1ccc(CNC(=O)C2CCCN2C(=O)Nc2ccc(C)cc2)cc1 (stereo not drawn)	i	-3%	-15%	-4%	12%	2%	i	-10%	10%
Nc1cc(=O)[nH]n1C1CCCCC1	-20%	-4%	13%	3%	7%	1%	i	-14%	16%
O=C(Nc1ccc(S(=O)(=O)N2CCCC2)cc1)c1cccs1	i	2%	-23%	-11%	2%	3%	i	0%	22%
O=C(CSc1nc2ncc(Cl)cc2[nH]1)NCCc1ccc(F)cc1	-23%	-4%	-11%	-3%	-16%	-8%	i	-7%	-19%
COc1ccc(C=CC(O)CCN2CCC3CCC(C3)C2)cc1 (stereo not drawn)	i	-9%	?	-2%	-2%	·	i	-7%	10%
Cc1ccc(-n2nnc(-c3nccn3C)n2)cc1	-26%	-18%	?	-20%	-6%	·	i	0%	-15%
O=C(COc1cc2oc(=O)cc(-c3ccccc3)c2cc1Cl)NCCN1CCOCC1	i	0%	?	5%	9%	-3%	i	1%	11%
CCCCn1c(SCC(=O)/C(C#N)=C(\C)N)nc2ccccc2c1=O	i	8%	2%	20%	-20%	1%	i	?	·
CCn1c(CNC(=O)c2ccc(Cl)cc2)nnc1SCC(=O)NC1=NCCS1	-12%	-5%	-13%	-8%	12%	-3%	i	0%	-9%
CCN(CC)C(=O)Cn1c(=O)n(Cc2ccc(C(=O)NCCCOC)cc2)c(=O)c2ccccc21	-7%	·	19%	-39%[inhibitor]	5%	·	·	11%	28%
CCn1nc(C)c(NC(=O)c2cc(Br)ccc2Cl)c1C	i	1%	-2%	10%	-16%	-1%	i	-29%	-9%
Cc1ccc(S(=O)(=O)N(Cc2cccnc2)Cc2cc3ccccc3[nH]c2=O)cc1	i	5%	5%	0%	-3%	2%	i	-16%	13%
Cc1nc2nc(SCC(=O)Nc3cccc(F)c3)[nH]c2cc1Br	i	-2%	12%	5%	23%	2%	i	-4%	13%
Cc1ccc2nc(SCC(=O)Nc3oc(C)c4c(C)n[nH]c(=O)c34)[nH]c2c1	0%	2%	22%	5%	5%	-1%	i	9%	-15%
Cc1cc(C)c(S(=O)(=O)NC2CC(C)(C)NC(C)(C)C2)cc1Br	i	0%	11µM*	22%	-10%	1%	i	3%	-17%
c1cnc2nc(-c3ccc4c(c3)OCO4)cn2c1	-19%	-2%	-10%	-11%	10%	-7%	i	11%	-7%
CN1CCN(C(=O)c2cccc(COc3cc(Cl)ccc3Cl)c2)CC1	-10%[57.5 µM]	-1%	-17%	-9%	-13%	3%	i	-23%	5%
COc1cc(/C=C/C(=O)c2ccc3c(c2)OCCO3)cc(Br)c1OCC(=O)N(C)C	-33%[inhibitor]	11%	?	-10%	0%	-7%	i	25µM*	?
COc1cc2c(cc1OC)CC1(CCCCC1)N=C2	i	8%	16%	-6%	26%	1%	i	-12%	-15%
Cc1ccc(C(=O)NCCc2nnc3ccc(SCC(=O)Nc4c(C)cc(C)cc4C)nn23)cc1	i	0%	-21%	0%	-5%	0%	i	-17%	·
